SNCA viab count: reduces viability of HEK-293 SNCA reporter cells. HEK-293-SNCA-luc viability, GF-AFC fluorescence, 24 h. Potency, µM (titrated, usually from 57.1 µM), for the others: at the highest dose activity change, negative = cytotoxicity, hits mostly cytotoxic. 150,000 tested, 0.12% active. AID 1671193;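 further: potency means the concentration at half of the fitted maximal effect; 0% = DMSO-treated cells and -100% = medium-only wells without cells; nearly all actives have a fitted effect of over 30% in size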
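HEK-293-SNCA-luc cells (1500/well) plated 24 h, then exposed 24 h to a dilution series; GF-AFC added 30 min at 37C, fluorescence 405/540 nm; normalised to medium-only and DMSO wells, Hill fit.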
HEK293 tox: HEK 293 cell cytotoxicity. AID 1345083. 94,000 tested, 6.6% active. Potency, µM (doses to about 115 µM), inactives show top-dose activity change, negative = cytotoxicity, usual class: inhibitors. HEK 293 viability, ATP luminescence (CellTiter-Glo), 48-72 h; further: potency means the concentration at half of the fitted maximal effect; nearly all actives have a fitted effect of over 60% in size
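Pintool-delivered compounds were incubated with HEK 293 cells (250 cells/well) at 37 degree Celsius for 48 or 72 hr. ATP-dependent luminescence (CellTiter-Glo) then reported remaining viable cells.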
IP6K1 inh: blocks human inositol hexakisphosphate kinase 1; Q92551; IP6K1 kinase, ADP-Glo luminescence, 2 h; stronger effect = lower value; activity change, % (series mostly up to about 58 µM); 140,000 tested, 0.81% active; AID 1645851; in the data active means activity change below about -25%
Target sequence (Q92551 whole entry, looked up): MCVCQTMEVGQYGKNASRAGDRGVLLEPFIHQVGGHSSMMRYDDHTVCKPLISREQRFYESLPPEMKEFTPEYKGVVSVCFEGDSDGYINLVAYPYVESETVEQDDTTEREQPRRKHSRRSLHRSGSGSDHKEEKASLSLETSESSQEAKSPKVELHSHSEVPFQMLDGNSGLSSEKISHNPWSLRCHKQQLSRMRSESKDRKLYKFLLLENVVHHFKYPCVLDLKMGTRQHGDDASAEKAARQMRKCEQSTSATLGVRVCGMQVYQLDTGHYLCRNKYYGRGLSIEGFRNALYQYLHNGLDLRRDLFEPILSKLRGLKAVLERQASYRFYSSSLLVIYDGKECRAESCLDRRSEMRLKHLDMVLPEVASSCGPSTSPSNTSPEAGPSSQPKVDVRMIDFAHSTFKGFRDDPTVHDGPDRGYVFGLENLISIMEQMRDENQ
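ADP-Glo luminescence measures ADP made by human IP6K1 during a 2 h RT reaction with ATP/IP6 (mix at 1.3 mM/130 uM); top library doses 57.5 and 19.1 uM final.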
SNCA expr inh: SNCA gene expression inhibition. 140,000 tested, 0.17% active. HEK-293 SNCA-luciferase knock-in, luminescence, 24 h. Potency, µM (top dose mostly 57.2 µM), for the others: top-dose activity change, negative = inhibition, hits mostly inhibitors;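 further: potency means the concentration at half of the fitted maximal effect; plate controls were DMSO cells for no effect and cell-free wells for full effect; nearly all actives have a fitted effect of over 45% in size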
GPT2 inhibitor: GPT2 alanine aminotransferase inhibition; Q8TD30; Recombinant GPT2, coupled pyruvate oxidase/HRP Amplex Red fluorescence; Potency, µM (titrated, usually from 57.7 µM), for the others: top-dose activity change, negative = inhibition, actives largely listed as inhibitors; 100,000 tested, 0.25% active; AID 1671188; further: potency means the concentration at half of the fitted maximal effect; nearly all actives have a fitted effect of over 60% in size; many of its hits are not listed in these tables
Target sequence (Q8TD30 whole entry, looked up): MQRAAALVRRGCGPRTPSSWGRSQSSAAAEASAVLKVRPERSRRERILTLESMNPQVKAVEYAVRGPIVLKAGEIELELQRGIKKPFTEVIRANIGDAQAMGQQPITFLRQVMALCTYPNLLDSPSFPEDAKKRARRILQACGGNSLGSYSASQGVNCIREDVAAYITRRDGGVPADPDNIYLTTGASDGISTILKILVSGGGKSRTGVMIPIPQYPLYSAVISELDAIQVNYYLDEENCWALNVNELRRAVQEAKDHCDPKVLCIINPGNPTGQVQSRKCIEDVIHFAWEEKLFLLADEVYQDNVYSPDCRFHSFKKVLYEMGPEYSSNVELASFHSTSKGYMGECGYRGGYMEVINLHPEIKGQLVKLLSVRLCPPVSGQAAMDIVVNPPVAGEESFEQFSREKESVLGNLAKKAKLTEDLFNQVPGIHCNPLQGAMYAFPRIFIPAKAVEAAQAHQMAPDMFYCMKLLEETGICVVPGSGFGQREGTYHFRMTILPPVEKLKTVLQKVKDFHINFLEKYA
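Recombinant GPT2 (10ng/uL) with 250uM a-KG and 2mM L-alanine, 30 min at room temperature, in HEPES pH 7.5 buffer. Pyruvate detected by pyruvate oxidase/HRP/Amplex Red fluorescence after 30 min in the dark; AOA (50uM) as positive control.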
NIH3T3 tox: kills NIH 3T3 cells; AID 1345082; NIH 3T3 viability, CellTiter-Glo ATP luminescence, 48-72 h; Potency, µM (doses to about 96.7 µM), for inactives: at the top dose activity change, negative = cytotoxicity, usual class: inhibitors; 94,000 tested, 4.3% active; further: potency means the concentration at half of the fitted maximal effect; nearly all actives have a fitted effect of over 55% in size
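NIH 3T3 cells at 400 cells/well received 23 nL of compound by pintool and were incubated 48 or 72 h at 37 °C. Viability was read as ATP-coupled CellTiter-Glo luminescence.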
Luciferase inh: inhibitors of firefly (Photinus pyralis) luciferase. P08659. purified P. pyralis luciferase, luminescence, biochemical. Potency, µM (doses to about 115 µM), without a hit: top-dose activity change, negative = inhibition, actives largely listed as inhibitors. 76,000 tested, 2.5% active. AID 1347043; further: potency means the concentration at half of the fitted maximal effect; nearly all actives have a fitted effect of over 65% in size
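FLuc 10nM, D-luciferin 10uM, ATP 10uM, Mg acetate 10mM, Tris acetate pH 7.5, Tween/BSA; cpd qHTS; enzyme added last; CCD luminescence.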
The depositor's hits bear a star; i = inactive; u = inconclusive; x = not tested or not shown; [ ] = remark or other dose. Unless noted, the call rests on the fitted dose curve; in most records, active means well fitted curve in the direction sought with a large enough effect; inconclusive means small, poorly fitted or top-dose-only effect, or another doubt; inactive means no such curve, though single readings can be large; an effect the other way counts as inactive or inconclusive. Unless noted, on the % scale 0 is the no-effect control and ±100 the full control effect. Only part of the results is shown; count on the stated rates, not on these rows.

SMILES	SNCA viab count	HEK293 tox	IP6K1 inh	SNCA expr inh	GPT2 inhibitor	NIH3T3 tox	Luciferase inh
COCCNC(=O)[C@H]1CN2CCC1C[C@@H]2Cn1cc(-c2cccc(N)c2)nn1 (stereo partly drawn)	-1%[87.6 µM]	-10%[172 µM]	7	20%[87.6 µM]	i	-18%[174 µM]	15%[172 µM]
CC[C@H]1C[C@H]2[C@@H]3CCC4=CC(=O)CC[C@@H]4[C@H]3CC[C@]2(C)[C@H]1O	1%	x	-12	13%[25.6 µM]	-11%	x	x
COc1cccc(CC(=O)N2CCC3(CC2)NCc2ccccc2-n2ccnc23)c1	-4%	1%	7	-18%	-10%	u	6%
O=C(NC1CC1)[C@H]1CN2CC[C@H]1C[C@@H]2Cn1cc(CO)nn1	-1%[87.6 µM]	i	17	8%[87.6 µM]	i	2%[174 µM]	2%[172 µM]
CCCn1c(C)cnc1CCNC(=O)c1nn(C)c2ccccc12	-6%	u	-6	24%	i	-7%	-3%
COC1CCCC(C)OC(=O)Cc2cc(O)cc(O)c2C(=O)C1 (stereo not drawn)	u	x	21	x	-1%[27.3 µM]	x	x
COc1cc2c(cc1CCc1ccccc1)N(C(=O)[C@@H]1CCCO1)CC21CCN(C(C)=O)CC1	-2%	u	-2	33%	i	u	10%
NNC(=O)c1nn(Cc2ccc(Cl)cc2Cl)c2ccccc12	-7%	x	-9	x	i	x	x
C1CC(N(CC2CC2)C2CNC2)CCO1	7%	i	1	17%	1%	i	-10%
CCCN1CCC[C@H](c2cccc(O)c2)C1	6%	x	x	29%	-4%	x	x
Cc1nc(-c2ccco2)cc([C@H]2CN3CC[C@H]2C[C@@H]3CNS(=O)(=O)c2cccs2)n1	-14%	u	-11	-9%	2%	u	0%
CC(C)[C@H]1OC(=O)[C@H](Cc2ccccc2)N(C)C(=O)[C@@H](C(C)C)OC(=O)[C@H](Cc2ccccc2)N(C)C(=O)[C@@H](C(C)C)OC(=O)[C@H](Cc2ccccc2)N(C)C1=O	u	x	-6	x	i	x	x
Cn1nc(-c2ccc(F)cc2)cc1[C@H]1CN2CC[C@H]1C[C@@H]2CNC(=O)N1CCOCC1	-5%[87.6 µM]	-18%[172 µM]	-1	8%[87.6 µM]	-10%[88.5 µM]	-16%[174 µM]	13%[172 µM]
O=C1CC2CCN(Cc3cscn3)CC2CCN1 (stereo not drawn)	2%[87.6 µM]	0%[172 µM]	-8	-6%[87.6 µM]	1%[88.5 µM]	u	x
CCCCCCCCCC(=O)O[C@H]1CC[C@H]2[C@@H]3CCC4=CC(=O)CC[C@@H]4[C@H]3CC[C@]12C	8%[23.9 µM]	x	-7	-40%[25.6 µM]	1%	x	x
COc1ccccc1-c1cc([C@H]2CN3CC[C@H]2C[C@@H]3CNC(=O)COc2ccccc2)n(C)n1	-4%	u	-11	-15%	-14%	u	13%
COc1ccc([C@@H]2CN(C(=O)Nc3ccc(C)cc3)[C@@H]3C4CCN(CC4)[C@@H]32)cc1	10%	-24%	9	119%[activator]	1%	u	-3%
CCCSc1ncc(CN2CCC3(CCNCC3)C2)cn1	4%	u	15	40%[activator]	-7%	u	4%
O=S(=O)(NC[C@H]1C[C@@H]2CCN1C[C@@H]2CN1CCN(c2ncccn2)CC1)c1ccc(Cl)cc1	0%	2%	-8	5%	-9%	i	0%
C[C@]12CC[C@H]3[C@@H](CC=C4C[C@@H](O)CC[C@@]43C)[C@@H]1CC[C@@H]2O	6%[23.9 µM]	x	18	-28%[25.6 µM]	u	x	x
O=C(O)C1=NOC2CN(Cc3cccnc3)CC12 (stereo not drawn)	-4%[87.6 µM]	i	2	13%[87.6 µM]	4%[88.5 µM]	i	x
Cn1nc(-c2cccs2)cc1[C@H]1CN2CC[C@H]1C[C@@H]2COC(=O)Nc1cccc(C(F)(F)F)c1	4%	0%	-8	-16%	i	-3%	4%
CN=C(NS(=O)(=O)c1ccc(Cl)cc1)N1C[C@H](c2ccccc2)C(c2ccc(Cl)cc2)=N1	3%	x	6	x	0%	x	x
Cc1nc(-c2ccccc2Br)cc([C@H]2CN3CC[C@H]2C[C@@H]3CNC(=O)c2ccc(N(C)C)cc2)n1	-28%	28µM*	-6	-22%	i	u	-1%

5 entries drawn at random from those above, as already listed:
SMILES	SNCA viab count	HEK293 tox	IP6K1 inh	SNCA expr inh	GPT2 inhibitor	NIH3T3 tox	Luciferase inh
Cn1nc(-c2cccs2)cc1[C@H]1CN2CC[C@H]1C[C@@H]2COC(=O)Nc1cccc(C(F)(F)F)c1	4%	0%	-8	-16%	i	-3%	4%
COc1ccccc1-c1cc([C@H]2CN3CC[C@H]2C[C@@H]3CNC(=O)COc2ccccc2)n(C)n1	-4%	u	-11	-15%	-14%	u	13%
C[C@]12CC[C@H]3[C@@H](CC=C4C[C@@H](O)CC[C@@]43C)[C@@H]1CC[C@@H]2O	6%[23.9 µM]	x	18	-28%[25.6 µM]	u	x	x
O=C1CC2CCN(Cc3cscn3)CC2CCN1 (stereo not drawn)	2%[87.6 µM]	0%[172 µM]	-8	-6%[87.6 µM]	1%[88.5 µM]	u	x
O=S(=O)(NC[C@H]1C[C@@H]2CCN1C[C@@H]2CN1CCN(c2ncccn2)CC1)c1ccc(Cl)cc1	0%	2%	-8	5%	-9%	i	0%

Entries above containing a thiophene ring, fused or not, in the order listed:
SMILES	SNCA viab count	HEK293 tox	IP6K1 inh	SNCA expr inh	GPT2 inhibitor	NIH3T3 tox	Luciferase inh
Cc1nc(-c2ccco2)cc([C@H]2CN3CC[C@H]2C[C@@H]3CNS(=O)(=O)c2cccs2)n1	-14%	u	-11	-9%	2%	u	0%
Cn1nc(-c2cccs2)cc1[C@H]1CN2CC[C@H]1C[C@@H]2COC(=O)Nc1cccc(C(F)(F)F)c1	4%	0%	-8	-16%	i	-3%	4%

(continued)
SMILES	SNCA viab count	HEK293 tox	IP6K1 inh	SNCA expr inh	GPT2 inhibitor	NIH3T3 tox	Luciferase inh
CCC1(N2CCN(C(=O)Cc3c[nH]c4ccccc34)CC2)CCN(S(C)(=O)=O)C1 (stereo not drawn)	u	-7%	-6	-7%	i	-22%	-12%
Cc1ccc(OCC(=O)N2CCN(CCc3ccncc3)CC2)cc1	-4%	x	34	60%[activator]	x	x	x
O=C(c1ccco1)N1[C@H]2CC[C@@H]1c1cnc(-c3ccc(F)cc3)nc1C2	-7%	45µM*	7	9%	i	-26%	8%
O=C(NCc1ccccc1)[C@H]1CN2CCC1C[C@@H]2Cn1cc(CSc2ccccc2)nn1 (stereo partly drawn)	-13%	-24%	4	2%	-7%	-35%	-16%
COc1cc2c(cc1OCc1ccccc1)N(C(=O)c1cc3ccccc3n1C)CC21CCN(C)CC1	u	25µM*	-14	u	i	13µM*	-2%
O=C1Nc2ccccc2CC12CCN2Cc1ccccn1 (stereo not drawn)	1%[87.6 µM]	-9%[172 µM]	4	-8%[87.6 µM]	i	-26%[138 µM]	4%[172 µM]
COc1ccc(C2=NOC3(CCN(Cc4cc(C)on4)C3)C2)cc1 (stereo not drawn)	-7%[87.6 µM]	u	15	19%[87.6 µM]	0%[88.5 µM]	u	-21%[172 µM]
COCCNC(=O)[C@H]1CN2CCC1C[C@@H]2Cn1cc(C2(O)CCCCC2)nn1 (stereo partly drawn)	3%[87.6 µM]	5%[172 µM]	7	-22%[87.6 µM]	-7%[88.5 µM]	-5%[174 µM]	10%[172 µM]
COc1cc(CC#N)cc(OC)c1OC	3%[23.9 µM]	x	3	-32%[25.6 µM]	i	x	x
CN(C)CCNC(=O)C1CNCC12CCOCC2 (stereo not drawn)	9%	i	22	0%	i	5%	-5%
COCC(=O)NC[C@H]1C[C@@H]2CCN1C[C@@H]2CN1CCC(C)CC1	-14%[87.6 µM]	-17%[172 µM]	-3	7%[87.6 µM]	-12%[88.5 µM]	-20%[174 µM]	-3%[172 µM]
CC(=O)[C@H]1CC[C@H]2[C@@H]3CC[C@H]4C[C@H](O)CC[C@]4(C)[C@H]3C(=O)C[C@]12C	5%	x	-5	-13%	-3%	x	x
Cn1nc(-c2ccc3ccccc3c2)cc1[C@H]1CN2CC[C@H]1C[C@@H]2COC(=O)Nc1ccccc1	u	20µM*	3	u	u	18µM*	u
CCCn1cc(C(=O)NC(C(=O)O)c2ccccc2C(F)(F)F)c(C)n1 (stereo not drawn)	-3%	4%	-2	-19%	-2%	i	5%
CN(C)c1nc2c(c(N3C[C@H]4CNC[C@@]4(C(=O)O)C3)n1)CCCC2	-3%	i	14	-23%	i	-14%	13%
Cc1cccc(CC(=O)N2CCN(Cc3ccc(=O)n(C)c3)CC2)c1	7%	-12%	4	-2%	i	-3%	-8%
O=C1NCCCCCN(Cc2ccccn2)[C@H]2CCC[C@@H]12	3%	u	-8	-5%	i	u	-3%
CC1COC2(c3ccccc3Cl)c3cc(Cl)ccc3NC(=O)CN12 (stereo not drawn)	-8%[23.9 µM]	x	3	-2%[25.6 µM]	3%	x	x
O=C(COc1ccc(F)cc1)N1[C@H]2CC[C@@H]1c1cnc(-c3ccccc3)nc1C2	-1%	u	-3	25%	i	-33%	x
COc1cccc(CC(=O)N2CC3(CCN(C(C)=O)CC3)c3cc(OC)c(CCc4ccccc4)cc32)c1	-30%	u	-10	u	-3%	u	7%
CCCC[N+]1(C)C2CC(OC(=O)[C@H](CO)c3ccccc3)CC1C1OC12 (stereo partly drawn)	-1%	x	x	1%	i	x	x
OCC1CN(c2ccncn2)CC12CCNCC2 (stereo not drawn)	4%[12.5 µM]	0%	38	-9%	-16%	-21%	-7%
Clc1cnc(Oc2ccc(Oc3ncc(Cl)cc3Cl)cc2)c(Cl)c1	3%	x	x	-10%	4%	x	x
Cc1cc(C(=O)N2[C@H]3CC[C@@H]2c2cnc(-c4ccc(F)cc4)nc2C3)n[nH]1	5%	u	5	-6%	1%	u	0%
N#CC1(c2ccccc2)CCN(C(=O)c2cccc(-n3cnnc3)c2)CC1	2%	i	-2	7%	i	-1%	3%
CCCCc1ccc(C(=O)O)nc1	3%	x	x	4%	-20%	x	x
Cc1sc2ccccc2c1CC1=NCCN1	0%	x	x	-3%	-2%	x	x
C1=C2CCCN[C@H]2[C@@H]2C[C@H]1[C@@H]1CCCCN1C2	6%	x	x	7%	i	x	x
C/C=C/CN1CC2ON=C(C(=O)O)C2C1 (stereo not drawn)	4%[87.6 µM]	i	-10	33%[activator][87.6 µM]	4%[88.5 µM]	i	x
C=C[C@H]1CN2CC[C@H]1C[C@@H]2CNC(=O)COc1ccccc1	1%[87.6 µM]	-13%[172 µM]	-4	-21%[87.6 µM]	u	-10%[174 µM]	-2%[172 µM]
O=C1NC2(CCN(Cc3cccnc3)C2)Oc2ccccc21 (stereo not drawn)	-3%[87.6 µM]	-11%[172 µM]	10	-4%[87.6 µM]	0%[88.5 µM]	-14%[138 µM]	-18%[172 µM]
COC(=O)C12C(=O)C(C)(O)C(=O)C1(C)C(C)=CC1C3(C=O)CCC(OC(C)=O)C(C)(C)C3CCC12C (stereo not drawn)	3%[23.9 µM]	x	36	x	i	x	x
